# Mtb RmlCD inh – M. tuberculosis RmlC/RmlD inhibition | RmlC+RmlD coupled enzyme assay, percent inhibition; primary screen in compound mixtures | inhibition, % at 3.6 µM | AID 1533 | actives 0.03% (n = 160,000); in the data active = inhibition mostly above about 34%, no sharp cut-off; inconclusive = no clear call, values can overlap the other calls; inactive = mostly below about 22%; note: some results filed as inactive read as strong as hits
# Target sequence (P9WH09 whole entry, looked up): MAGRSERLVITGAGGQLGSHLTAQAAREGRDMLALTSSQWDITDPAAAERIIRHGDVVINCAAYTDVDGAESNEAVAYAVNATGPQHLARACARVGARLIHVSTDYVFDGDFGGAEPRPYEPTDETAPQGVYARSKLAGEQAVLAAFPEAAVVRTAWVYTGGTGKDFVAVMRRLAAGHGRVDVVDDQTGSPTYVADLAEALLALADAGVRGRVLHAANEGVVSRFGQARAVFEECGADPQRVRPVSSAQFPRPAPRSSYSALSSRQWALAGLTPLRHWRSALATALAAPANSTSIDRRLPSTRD
# Target sequence (P9WH11 whole entry, looked up): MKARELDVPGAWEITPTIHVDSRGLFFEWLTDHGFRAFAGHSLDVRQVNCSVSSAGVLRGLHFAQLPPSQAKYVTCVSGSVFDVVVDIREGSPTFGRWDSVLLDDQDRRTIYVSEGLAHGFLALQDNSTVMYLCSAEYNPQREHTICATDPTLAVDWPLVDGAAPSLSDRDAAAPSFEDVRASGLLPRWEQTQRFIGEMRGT
# M. tuberculosis GlmU – inhibition of mycobacterial GlmU enzyme – biochemical, glucosamine-1-phosphate acetyltransferase (AID 1376). M. tuberculosis GlmU acetyltransferase enzyme assay; higher % means a stronger effect. one-dose inhibition, %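 (tested at 30 µM in the primary screen)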; IC50 in µM for titrated hits. actives 0.25% (n = 220,000); in the data active = inhibition above about 13%; inconclusive = no clear call, values can overlap the other calls;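 note: 0% = complete reaction with vehicle and 100% = reaction without substrate; strong numbers were not always called active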
# Numbers without * were called inactive; ? = inconclusive; nt = no result given. The list is partial, so the mix of outcomes need not match the whole.
SMILES,Mtb RmlCD inh,M. tuberculosis GlmU
COc1ccc(NC(=O)c2ccc(CNc3c(NC4CCCCC4)c(=O)c3=O)cc2)cc1OC,nt,0.0%
Cn1cnnc1SCC(=O)Nc1ccccc1C(=O)NC1CCCC1,nt,6.2%
O=S(=O)(c1ccc(Cl)nc1)N1CCN(Cc2ccc3c(c2)OCO3)CC1,-2.3,0.5%
CCOC(=O)c1sc(N)c(C#N)c1CSc1nnc(C2CC2)n1N,-10.5,2.3%
O=C(ON=C1CCN(S(=O)(=O)c2ccccc2)CC1)c1cccc(Cl)c1,15.3,2.6%
COc1ccc2cc(C(N)=O)c(=Nc3ccc(C)cc3)oc2c1,-3.3,-3.7%
O=C(Nc1ccccc1)NC1(C(=O)N2CCN(C(=O)c3ccco3)CC2)CCCCC1,-13.7,0.5%
COc1ccc(-c2csc(NC(=O)c3cc(C)on3)c2C#N)cc1OC,24.3,-1.2%
Fc1ccc(-c2csc(-c3ccc(C4SCCS4)cc3)n2)cc1F,-6.7,-0.3%
CCOC(=O)Cn1c(-c2ccccn2)nc2ccccc21,-6.0,2.5%
O=C1NC(=Nc2ccccc2)/C(=C/c2ccco2)S1,8.6,1.9%
O=C(CCc1nc2ccccc2c(=O)[nH]1)N1CCN(c2ccc(F)cc2)CC1,-6.4,-2.5%
CCCc1nnc(NC(=O)CCC(=O)NCc2ccc(OC)cc2)s1,57.9,7.9%
C/C(=N\NC(=O)CN(c1ccc(C)cc1)S(C)(=O)=O)c1cccs1,-7.2,4.7%
NC(=O)C1=C[C@@H](c2ccccc2)C[C@@H](OCCCCO)O1,nt,-4.4%
COc1ccc(Br)cc1CN1CCCC(C(=O)N2CCCCCC2)C1 (stereo not given),8.6,-0.1%
O=S(=O)(NCC1CCCO1)c1ccc(Oc2ccccc2)cc1 (stereo not given),nt,-2.0%
CC(C)Cn1c(-c2ccc(F)cc2)n[nH]c1=S,1.4,-2.3%
O=C(NCc1cccnc1)C1CCN(c2ccc(S(=O)(=O)N3CCOCC3)cc2Cl)CC1,3.4,1.6%
C/C(CC(=O)Nc1ccc(Cl)cc1C(F)(F)F)=N\NC(N)=S,-11.7,-2.3%
CC1=C(C#N)C(=O)N(C2CCS(=O)(=O)C2)C(=O)/C1=C\c1ccc(C)o1 (stereo not given),-10.3,5.9%
COc1ccc(OC)c(-n2nnnc2SCC(=O)Nc2ccccc2N2CCOCC2)c1,nt,7.1%
c1ccc2c(c1)oc1c(Nc3ccc4c(c3)OCO4)ncnc12,-4.8,5.9%
Cc1cnc(NC(=O)c2ccncc2)s1,-11.3,1.7%
C=CCn1c(SCC(N)=O)nnc1-c1cccc(Br)c1,nt,-6.6%
COC(=O)c1ccccc1NC(=O)c1noc2c1CC(C(C)(C)C)CC2 (stereo not given),-5.4,1.4%
c1nc(NCCN2CCOCC2)c2c3c(sc2n1)CCCCC3,-2.8,3.2%
O=C1CCCc2c1cc(C(=O)NCc1ccco1)c(=O)n2-c1ccccc1,7.5,0.5%
Cc1cccc(NC(=O)C(=O)N/N=C/c2ccncc2)c1,-3.6,0.1%
COc1ccc(CCNC(=O)COC(=O)c2ccco2)cc1OC,-4.0,-2.3%
O=C(N/N=C/c1ccc(Sc2ccccn2)o1)c1cc2ccccc2cc1O,nt,6.8%
O=C(CN1CCN(c2ccc(O)cc2)CC1)Nc1cc(S(=O)(=O)N2CCOCC2)ccc1Cl,5.8,0.9%
CCc1ccc(NC(=O)N(Cc2ccco2)C(C)c2cccs2)cc1 (stereo not given),?,0.0%
COc1ccc(N(CC(=O)Nc2cc(C)ccc2C)S(=O)(=O)c2ccccc2[N+](=O)[O-])c(OC)c1,nt,7.2%
COc1ccc(CCNC(=O)c2cc(CC(C)C)on2)cc1OC,-7.0,-5.2%
Cc1ccc2[nH]cc(C(=O)CN3CCN(c4ccccc4F)CC3)c2c1,13.1,-2.2%
O=C(NCc1cccnc1)c1cc2ccccc2oc1=O,nt,6.0%
COc1ccc(-c2csc3nc(C)nc(N4CCC(C)CC4)c23)cc1OC,2.1,1.1%
O=C(CN1CCCc2ccccc21)NCCc1ccc(F)cc1,3.0,-0.9%
O=C(COc1c(F)c(F)cc(F)c1F)NC(=O)NC1CCCC1,nt,7.2%
COc1ccccc1N=c1scc(-c2ccc3c(c2)NC(=O)CO3)n1CC1CCCO1 (stereo not given),0.5,2.2%
S=C(NCc1ccc2c(c1)OCO2)NCc1ccc2c(c1)OCO2,-10.2,1.5%
O=C1c2ccccc2C(=O)C1c1ccc2ccccc2n1,-6.3,-1.6%
CS(=O)(=O)N1CCC(Oc2ccccc2C(=O)NC(C2CC2)C2CC2)CC1,-5.8,-0.4%
CCn1ncc(NC(=O)Nc2cccc(C(F)(F)F)c2)c1C(N)=O,3.9,0.1%

# Full records as entered above:
# Entry for CCn1ncc(NC(=O)Nc2cccc(C(F)(F)F)c2)c1C(N)=O → Mtb RmlCD inh = 3.9; M. tuberculosis GlmU = 0.1%
# Entry for O=C(CN1CCN(c2ccc(O)cc2)CC1)Nc1cc(S(=O)(=O)N2CCOCC2)ccc1Cl → Mtb RmlCD inh = 5.8; M. tuberculosis GlmU = 0.9%

# Other compounds
SMILES,Mtb RmlCD inh,M. tuberculosis GlmU
O=C(CN1CCCCCC1)N/N=C/c1ccc(Cl)c(Cl)c1,-8.9,-3.2%
O=C(Nc1ccc(Cl)cc1)Nc1nc(-c2ccccc2O)cs1,3.3,-2.0%
Cc1ccc(-c2nc(C#N)c(NCc3ccco3)o2)cc1,nt,4.0%
CCC(c1nnnn1Cc1ccc(F)cc1)N1CCN(C2CCCCC2)CC1 (stereo not given),nt,2.9%
S=C1NC[C@H](Cc2ccccc2)N1CCc1cccc2ccccc12,nt,-1.1%
Cc1n[nH]c(=S)n1Cc1ccccc1,-10.1,-0.8%
c1cn2cc(CSC3CCCCC3)nc2s1,nt,-0.4%
Cc1ccc(C)c(C2=NNC(=NCc3ccccc3)SC2)c1,-13.7,-2.5%
O=[N+]([O-])c1cc(C(F)(F)F)cc([N+](=O)[O-])c1NCCNC(=S)Nc1ccc(Cl)c(Cl)c1,5.3,1.4%
COc1ccc2cc(C)c3nnc(SCC(=O)Nc4nc(-c5ccc(F)cc5)cs4)n3c2c1,-14.3,3.9%
CCCC(C)NC(=O)COC(=O)c1ccccc1SCC(=O)NC(C)CCC (stereo not given),-7.8,2.5%
CCn1c2ccccc2c2cc(/C=N/NC(=O)c3cccc(C)c3)ccc21,nt,0.9%
Cc1ccccc1N=C1NC(=O)/C(=C/c2cccn2-c2cccc(C(=O)O)c2)S1,16.9,9.8%
Cc1ccc(-c2cc(C(=O)N/N=C/c3cccnc3)n[nH]2)o1,-18.4,2.2%
CC1CCCCC1NC(=O)CSc1nnc(CNC(=O)c2ccccc2)n1C (stereo not given),-4.9,-0.7%
C=CCN(CC=C)CCOc1ccc(OC(C)C)cc1,-2.3,-1.6%
Cc1ccc(N2CCN(S(=O)(=O)N(C)C)CC2)cc1Cl,10.2,1.3%
CCOC(=O)N1CCN(c2cc(=O)n(-c3ccc(OCC)cc3)c(=O)[nH]2)CC1,nt,3.5%
CCOc1cccc(SCc2noc(C(=O)NCC3CCCO3)c2C(=O)O)c1 (stereo not given),nt,4.5%
O=C(O)C1C2C=CC(O2)C1C(=O)NCc1ccc2c(c1)OCO2 (stereo not given),12.4,1.6%
CC(=C/c1ccccc1)/C=N/NC(=O)c1cccs1,2.8,-1.2%
COc1cc(S(=O)(=O)N2CCOCC2)cc(C(=O)c2nccn2C)c1OC,nt,6.8%
CCCc1ccc(OCC(=O)NNC(=O)c2cccnc2)cc1,-11.7,0.1%
CNc1nc(CC(C)=O)ns1,-5.0,5.4%
CS(=O)(=O)c1ccc2nc(NC(=O)CCN3C(=O)c4ccccc4C3=O)sc2c1,1.2,0.4%
CCOC(=O)N1CCN(Cc2nc3c(c(=O)n(C)c(=O)n3C)n2Cc2ccccc2)CC1,-11.8,2.7%
O=C(CNc1cccc([N+](=O)[O-])c1)N/N=C/c1ccc(F)cc1,-7.0,-2.4%
CCCCCCn1c(CN2CCCCC2)nc2c1c(=O)n(C)c(=O)n2C,nt,5.4%
Cc1nc2ccc(N=NC3=C(O)CC(C)(C)CC3=O)cc2s1,11.8,5.6%
CCn1c(SCC(=O)N/N=C(/C)c2ccncc2)nc2ccccc21,8.9,-0.8%

# Laid out differently: results already given
compound | Mtb RmlCD inh | M. tuberculosis GlmU
CCOC(=O)N1CCN(c2cc(=O)n(-c3ccc(OCC)cc3)c(=O)[nH]2)CC1 | nt | 3.5%
CCCc1ccc(OCC(=O)NNC(=O)c2cccnc2)cc1 | -11.7 | 0.1%
CNc1nc(CC(C)=O)ns1 | -5.0 | 5.4%
C=CCN(CC=C)CCOc1ccc(OC(C)C)cc1 | -2.3 | -1.6%
CCn1c(SCC(=O)N/N=C(/C)c2ccncc2)nc2ccccc21 | 8.9 | -0.8%

# Additional records
SMILES,Mtb RmlCD inh,M. tuberculosis GlmU
COc1ccccc1N=C(C)C1=C(O)COC1=O,nt,-3.1%
CN(C)C=Nc1c(Br)cc(Br)c2nonc12,45.2,-1.0%
O=C(Nc1ccccc1-c1ccccc1)C1CCC1,nt,-1.0%
O=C(NCCSCc1c(F)cccc1Cl)c1ccc(CN2CCOCC2)cc1,-7.8,3.4%
CCn1nc(C)c(/C=N/NC(=O)c2nc3nc(C)cc(C)n3n2)c1C,6.9,2.2%
O=C(NCCCN1CCCC1=O)c1ccc(OCc2ccccc2)cc1,nt,1.8%
CC(C)C1=Nc2cccc3cccc(c23)N1,11.7,nt
CCOC(=O)c1cc(CC)sc1NC(=O)CSc1nc2ccccc2c(=O)n1Cc1ccco1,-10.9,2.2%
CC(=O)Nc1ccc(C(=O)CSc2nc3ccc(C)cc3[nH]2)cc1,6.5,2.7%
O=[N+]([O-])c1ccc(NC2CCN(Cc3ccccc3)CC2)c([N+](=O)[O-])c1,3.8,-1.9%
CNC(=S)NNC(=O)c1ccc(N(C)C)cc1,11.4,1.0%
CCOC(=O)c1cnc2c(C)cc(C)cc2c1Nc1ccc(S(=O)(=O)Nc2ncccn2)cc1,-11.3,6.7%
Cc1cccc(NC(=O)NC2CC(=O)N(c3ccc4c(c3)OCCO4)C2)n1 (stereo not given),-10.4,2.5%
CCOc1ccc(-n2ccnc2)nn1,21.1,-1.8%
COC(CNC(=O)CNC(=S)N(Cc1ccccc1)Cc1cccnc1)OC,1.5,7.6%
O=C(CSc1nnc(-c2cccs2)n1-c1ccccc1)N1CCCC1,-8.6,0.4%
CS(=O)(=O)N(CC(=O)NCC1CCCO1)c1ccc(F)c(Cl)c1 (stereo not given),21.3,2.9%
N#Cc1ccccc1COc1ccc(/C=C/C(=O)O)cc1,0.5,-3.2%
COc1cc(OC)cc(-c2nnc(SCc3c(F)cccc3Cl)o2)c1,nt,1.8%
COc1cc(N=C2C(=O)N3c4c(cccc42)C(C)=CC3(C)C)cc(OC)c1,nt,0.4%
Cc1ccc(C(=O)Nc2nc3ccccc3c(=O)s2)cc1,nt,-5.8%
CCOC(=O)c1ccc(CNCc2ccccc2)cc1,-11.1,2.4%
CN(CCOC(=O)c1ccc2c(c1)OCO2)C(C)(C)C,-3.8,1.5%
O=C(c1nc2ccccn2c1CNCCCn1ncc2ccccc21)N1CCCC1,-4.1,2.5%
O=C1N=C(N2CCOCC2)S/C1=C1\C(=O)N(Cc2ccccc2)c2ccccc21,nt,0.6%
Fc1cccc(NC(=S)NCc2cccnc2)c1,5.4,-0.4%
COc1cccc(C=Nc2cccc3c(=O)[nH][nH]c(=O)c23)c1O,-4.8,-1.3%
Cc1ccc(O)c(C(=O)c2cnc3c(c2)c(=O)n(C)c(=O)n3C)c1,-13.6,-5.5%
CCOC(=O)C1=C(C)NC(=O)NC1c1ccc(OCC(N)=O)cc1 (stereo not given),nt,0.4%
CCNC(=O)COC(=O)c1sccc1C,9.5,-1.5%
Cc1cccc(-n2nnnc2SC(C)C(=O)NCCC2=CCCCC2)c1 (stereo not given),9.7,2.8%
Cc1ccccc1NC(=O)C(=O)NCc1ccccn1,8.5,0.4%
C[C@]12CS(=O)(=O)C[C@H]1SC(=S)N2c1ccccc1,-1.9,-2.9%
Nn1c(SCC(=O)Nc2ccc3c(c2)OCO3)nnc1-c1ccccc1,6.8,-4.4%
Cc1ccc(C(=O)CSc2nnnn2-c2ccccc2)o1,-0.8,-3.7%
Nc1c(C(=O)NCCN2CCOCC2)c2nc3ccccc3nc2n1-c1cccc(F)c1,-2.2,-0.9%
COc1cc(N2CCOCC2)ccc1/C=C1\C(=O)NC(=O)N(Cc2ccc3c(c2)OCO3)C1=O,11.5,-3.4%
O=C(O)c1cccc(-n2c(-c3cnccn3)n[nH]c2=S)c1,-8.7,0.2%
CCCN1C(=O)C(O)(CC(=O)c2cccc(OC)c2)c2ccccc21 (stereo not given),5.3,-5.9%
CC(=O)NC(CCS(C)(=O)=O)C(=O)Nc1ccccc1C (stereo not given),7.7,-7.4%
CCOC(=O)CC(NC(=O)Cn1nnc(-c2ccccc2C)n1)c1ccc(OC)cc1 (stereo not given),-6.8,4.9%
Cc1nc2c(C(=O)NCc3ccc4c(c3)OCO4)cnn2c(C)c1Cc1ccc(F)cc1Cl,nt,5.5%
Cc1onc(NC(=O)c2ccc(Cl)cc2Cl)c1Br,-6.5,1.5%
O=C(Cc1cccc2ccccc12)NNC(=O)Nc1ccc(Cl)cc1,7.8,0.3%
CC(C)(Oc1ccc(Cl)cc1)C(=O)Nc1ccc2oc(-c3ccncc3)nc2c1,-4.1,-3.2%
c1ccc(CCCNc2ncnc3nc[nH]c23)cc1,-10.1,6.3%
COc1cc(/C=N/NC(=O)Nc2cccc3nsnc23)cc(OC)c1OC,0.7,nt
CC(Oc1ccc(Br)cc1)C(=O)N1CCC(C(N)=O)CC1 (stereo not given),nt,0.4%
O=C(/C=C/c1ccccc1Cl)NC1CCS(=O)(=O)C1 (stereo not given),5.0,-3.4%
